Source: PubChem BioAssay
mec2-1: NCI yeast anticancer drug screen, S. cerevisiae mec2-1 strain; AID 157, 2004; growth inhibition, % at 50 µM; hit rate 9% among 79,000;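 also: 0% = growth of vehicle-only cultures of the same strain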
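Each compound was tested on mec2-1 yeast, a strain altered in DNA damage repair or cell cycle control. Growth inhibition is reported relative to vehicle.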
yeast cln2 rad14: NCI yeast anticancer drug screen, S. cerevisiae cln2 rad14 strain | % growth inhibition at 50 µM | hit rate 8.3% among 78,000;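 also: 0% = growth of vehicle-only cultures of the same strain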
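The screen exposed genetically defined yeast (cln2 rad14) to test compounds and scored growth inhibition relative to vehicle-treated controls.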
rad50: NCI yeast anticancer drug screen, S. cerevisiae rad50 strain; AID 155, 2004; hit rate 10% among 79,000; % growth inhibition at 50 µM;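 also: 0% = growth of vehicle-only cultures of the same strain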
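DNA repair mutant yeast, compound exposure, growth read-out; inhibition is taken relative to vehicle.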
yeast bub3: NCI yeast anticancer drug screen, S. cerevisiae bub3 mutant strain; hit rate 9.9% among 78,000; % growth inhibition at 50 µM;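 also: 0% = growth of vehicle-only cultures of the same strain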
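Part of a panel of yeast mutants defective in DNA damage repair or cell cycle regulation. Each strain is grown with compound, and inhibition is calculated relative to solvent-treated cultures.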
yeast sgs1 mgt1: NCI yeast anticancer drug screen, S. cerevisiae sgs1 mgt1 strain | growth inhibition, % at 50 µM | hit rate 10% among 78,000 | AID 161, 2004;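 also: 0% = growth of vehicle-only cultures of the same strain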
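Percent growth inhibition was derived by comparing compound-exposed mutant yeast with vehicle-exposed cultures. The strain carries alterations in DNA damage repair.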
yeast mlh1 rad18: NCI yeast anticancer drug screen, S. cerevisiae mlh1 rad18 strain. % growth inhibition at 50 µM. hit rate 11% among 79,000;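 also: 0% = growth of vehicle-only cultures of the same strain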
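In this whole-cell yeast screen, a strain with altered DNA damage repair is challenged with compound, and its growth is measured against matched vehicle-treated controls.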
* = called active by the depositor; . = no result given; & = joins results of further samples. Rule as the data show it: active = growth inhibition above about 70%; inactive = the rest.

SMILES | mec2-1 | yeast cln2 rad14 | rad50 | yeast bub3 | yeast sgs1 mgt1 | yeast mlh1 rad18
Cc1[nH]c2ccccc2c1C(Cc1ccccc1NC(=O)CCC(=O)O)c1c[nH]c2ccccc12 (stereo not given) | -5 | -2 | 9 | -1 | -4 | 1
Cc1nc(C(F)(F)F)cc(=O)[nH]1 | -4 | -1 | 7 | -5 | 16 | 51
O=c1c2ccccc2[nH]c(=S)n1C1CCCCC1 | -46 | . | -26 | . | . | -14
O=c1c(Cl)cc2nc3ccccc3sc-2c1Cl | 6 | 0 | 84* | 80* | 84* | 83*
COc1cccc(C2c3cc4c(cc3OC3COC(=O)C32)OCO4)c1OC (stereo not given) | -19 | 19 | -31 | -13 | -20 | -9
CCCCCCC(/C=N/NC(=O)CCCCCCCCC(=O)N/N=C/C(=C/c1ccccc1)CCCCCC)=C\c1ccccc1 | 2 | -5 | 11 | -1 | -6 | 16
Cc1ccnc(NC(=O)Nc2ccc(F)c([N+](=O)[O-])c2)c1 | 45 | -9 | 5 | 10 | 23 | 1
Nc1cc(C(=O)O)[nH]c(=O)n1 | -18 | -70 | -24 | -19 | -20 | -10
OC1CCC2OC12 (stereo not given) | 1 | 0 | 7 | -1 | 18 | 2
Cc1ccccc1N=C(N)Nc1ccccc1C (tested in a mixture with another compound) | 28 | -62 | 13 | 12 | 31 | 29
C[N+](C)(C)C12CCCC1S(=O)(=O)C2 (stereo not given) | 4 | -8 | 5 | -7 | 9 | 17
CCOC(=O)c1c(C)[nH]c(-c2ccccc2)c1C | 4 | -25 | 1 | -14 | 12 | 11
CCC(C)c1ccc(CCO)cc1 (stereo not given) | 2 | 10 | 27 | -7 | -10 | 4
C1=C(c2ccccc2)c2ccccc2C1 | 63 | 50 | 75* | 59 | 48 | 50
O=C1CSC(c2c[nH]c3ccccc23)N1c1ccc(Cl)cc1 (stereo not given) | -26 | -4 | -34 | -29 | -46 | -30
Cc1nc(Cl)c(Cl)c(Cl)n1 | -8 | 6 | 5 | -4 | -1 | -5
CCCCCc1[nH]nc(C(=O)OC)c1N=NN1CCOCC1 | 100* | 100* | 99* | 99* | 100* | 100*
NCC(=O)NCC(=O)NCC(=O)NCC(=O)NCC(=O)NCC(=O)O | 16 | -39 | 26 | -4 | 0 | -4
O=C(/C=C/c1ccc(Cl)c(Cl)c1)CCN1CCN(CCC(=O)/C=C/c2ccc(Cl)c(Cl)c2)CC1 | 85* | 86* | 83* | 82* | 88* | 87*
CCCCCC(N)c1ccc(Cl)cc1 (stereo not given) | 21 | 11 | 23 | 6 | -5 | 22
CC(C)(C)OC(=O)c1cccnc1/C=N/O | -18 | 25 | -9 | -2 | -3 | -13
CC(C)(CN1CCCCC1)C(=O)CC(SCCS(=O)(=O)O)c1ccc(Cl)c(Cl)c1 (stereo not given) | 94* | 88* | 96* | 98* | 97* | 97*
CCCC(=O)OCC1OC(n2ccc(O)cc2=O)C(O)C1O (stereo not given) | -10 | -3 | -6 | 20 | -9 | -4
CCN(CC)CCNC(Cc1ccccc1)c1ccccc1 (stereo not given) | 24 | -7 | 13 | 15 | 27 | 14
O=C(CNc1ccccc1)c1ccc(O)c(C(=O)O)c1 (tested in a mixture with another compound) | -12 | -5 | -8 | -1 | -11 | 1
CC1SCCNC1=O (stereo not given) | -2 | 7 | -2 | 4 | 0 | -17
O=C(c1ccccc1)N1OCCC1Nc1ccc(Br)cc1 (stereo not given) | -7 | 14 | -10 | -15 | -4 | 4
CC1NC(=O)c2c(-c3ccccc3)nn(-c3ccccc3)c2NC1=O (stereo not given) | -2 | -4 | 1 | 3 | 12 | -33
Nc1ccn(C2OC(COP(=O)(O)OP(=O)(O)OP(=O)(O)O)C(O)C2O)c(=O)n1 (stereo not given) | -16 | 2 | -4 | -13 | -5 | -2
C[n+]1cccc2cc(Br)ccc21 | -9 | 10 | -5 | 12 | -13 | -16
Oc1c(Cl)c(Cl)c(O)c2ccccc12 | -1 | 44 | -4 | 8 | 7 | -53
N#Cc1c(-c2ccccc2)c(-c2ccccc2)nn(CCC(=O)O)c1=O | -6 | -70 | -6 | -1 | -2 | -1
CC1(c2cccc3ccc(F)cc23)OC(=O)c2ccccc21 (stereo not given) | -1 | 14 | 2 | -7 | -10 | 2
CC1=CC[C@@H]2[C@@H](CC[C@@]2(C)O)C(C)(C)[C@H]1CC[C@@H]1[C@@]2(C)CCC(=O)C(C)(C)O[C@@H]2CC[C@]1(C)O | 63 | 55 | 75* | 62 | 72* | 23
CCCCN(CCCC)CC1OCCO1 | 0 | -17 | -6 | 3 | -2 | -3
NC(=O)c1[nH]nc(C2OC(CO)C(O)C2O)c1O (stereo not given) | -27 | 0 | 8 | -23 | 7 | 9
Cc1ccc(C)c(CNC(=O)C2CCCCC2C(=O)O)c1 (stereo not given) | 34 | -1 | 9 | 35 | 37 | -3
CC(C)(C)c1ccc(C(C)(C)C)c(N2C(=O)c3ccc4c5ccc6c7c(ccc(c8ccc(c3c48)C2=O)c75)C(=O)N(c2cc(C(C)(C)C)ccc2C(C)(C)C)C6=O)c1 | -8 | -6 | -15 | -12 | -4 | -7
NCCOB(c1ccccc1)c1ccccc1 | 54 | 99* | 53 | 99* | 50 | 51
N#CCc1ccc([N+](=O)[O-])cc1 | 8 | -2 | -14 | 15 | -14 | -6

Another view of some results above.
Order of values – mec2-1	yeast cln2 rad14	rad50	yeast bub3	yeast sgs1 mgt1	yeast mlh1 rad18
CC(C)(C)OC(=O)c1cccnc1/C=N/O
 : -18	25	-9	-2	-3	-13
CC(C)(CN1CCCCC1)C(=O)CC(SCCS(=O)(=O)O)c1ccc(Cl)c(Cl)c1 (stereo not given)
 : 94*	88*	96*	98*	97*	97*
CCCC(=O)OCC1OC(n2ccc(O)cc2=O)C(O)C1O (stereo not given)
 : -10	-3	-6	20	-9	-4
CCN(CC)CCNC(Cc1ccccc1)c1ccccc1 (stereo not given)
 : 24	-7	13	15	27	14
O=C(CNc1ccccc1)c1ccc(O)c(C(=O)O)c1 (tested in a mixture with another compound)
 : -12	-5	-8	-1	-11	1
CC1SCCNC1=O (stereo not given)
 : -2	7	-2	4	0	-17
O=C(c1ccccc1)N1OCCC1Nc1ccc(Br)cc1 (stereo not given)
 : -7	14	-10	-15	-4	4
CC1NC(=O)c2c(-c3ccccc3)nn(-c3ccccc3)c2NC1=O (stereo not given)
 : -2	-4	1	3	12	-33
Nc1ccn(C2OC(COP(=O)(O)OP(=O)(O)OP(=O)(O)O)C(O)C2O)c(=O)n1 (stereo not given)
 : -16	2	-4	-13	-5	-2
C[n+]1cccc2cc(Br)ccc21
 : -9	10	-5	12	-13	-16
Oc1c(Cl)c(Cl)c(O)c2ccccc12
 : -1	44	-4	8	7	-53
N#Cc1c(-c2ccccc2)c(-c2ccccc2)nn(CCC(=O)O)c1=O
 : -6	-70	-6	-1	-2	-1
CC1(c2cccc3ccc(F)cc23)OC(=O)c2ccccc21 (stereo not given)
 : -1	14	2	-7	-10	2
CC1=CC[C@@H]2[C@@H](CC[C@@]2(C)O)C(C)(C)[C@H]1CC[C@@H]1[C@@]2(C)CCC(=O)C(C)(C)O[C@@H]2CC[C@]1(C)O
 : 63	55	75*	62	72*	23

The listing continues:
SMILES | mec2-1 | yeast cln2 rad14 | rad50 | yeast bub3 | yeast sgs1 mgt1 | yeast mlh1 rad18
CO[C@H]1CC[C@@]2(C)C(=CC[C@H]3[C@@H]4C[C@H](OC(C)=O)C[C@@]4(C)CC[C@@H]32)C1 | 18 | 87* | 26 | 13 | 38 | 35
CN(C)CCN1C(=O)CC[C@@]2(C)C1=CC[C@@H]1[C@@H]2CC[C@@]2(C)[C@H]1CC[C@]2(C)O | -13 | -11 | -22 | 0 | -19 | -9
CC1(C)OC2OC(C(COS(C)(=O)=O)OS(C)(=O)=O)C(OS(C)(=O)=O)C2O1 (stereo not given) | 10&3 | 21&16 | -10&16 | 1&6 | 10&38 | 8&16
COC(OC)C1(c2ccccc2)NC(=O)N(Cc2ccccc2)C1=O (stereo not given) | -10 | -50 | 3 | 3 | -1 | -10
CC(C)(C)C(=O)CC(Cc1nccc2ccccc12)c1ccco1 (stereo not given) | 99* | 98* | 99* | 99* | 99* | 99*
CCCCCC1CCC(=O)OC1OC(C)=O (stereo not given) | 2 | 14 | 2 | -6 | 3 | -4
COC(=O)CCc1ccccc1 | -14 | -27 | 1 | -15 | -4 | 7
N#Cc1nc(C(F)(F)F)oc1N | -1 | -8 | -3 | -3 | -1 | -42
CCCCN(CCCC)CCC(O)c1cc2c(Cl)cc(Cl)cc2c2cc(C(F)(F)F)ccc12 (stereo not given) | 90* | 85* | 87* | 83* | 86* | 83*
[O-]/[N+](=C\c1ccc(Cl)cc1)c1ccccc1 | -14 | -9 | -11 | -19 | -21 | -7
COc1ccc(C(C#N)N(C)C)cc1OC (stereo not given) | -14 | -15 | -17 | 1 | 8 | 5
CC[n+]1c(-c2ccccc2)c2cc(NCCCN)ccc2c2ccc(N)cc21 | 16 | 6 | 33 | 4 | 9 | 40
COC(=O)c1ccccc1CC1Cc2cc3c(cc2C1)CCC3 | 7 | 13 | 20 | 4 | -1 | 5
Cc1ccc(S(=O)(=O)OCC2C(COS(=O)(=O)c3ccc(C)cc3)C3C=CC2C32CC2)cc1 (stereo not given) | -8 | 78* | -6 | 91* | 28 | 5
COC(=O)C(CCC(=O)Cc1ccccc1)N1C(=O)c2ccccc2C1=O (stereo not given) | 57 | 1 | 70 | 76* | 82* | 88*
O=C(COC(=O)c1ccccc1)c1ccc(Br)cc1 | 99* | 99* | 99* | 100* | 99* | 99*
C/C=C\CCCCC | 9 | 24 | 14 | 35 | 15 | 11
Br/C=C\Br | 0 | 29 | -3 | -13 | -7 | 5
Cc1[nH]c(/N=C/c2ccc(N(C)C)cc2)c(C#N)c1C | -1 | -8 | -10 | -6 | -18 | -8
S=C(NCC1CCCO1)Nc1cccc2ccccc12 (stereo not given) | 35 | 5 | 9 | 27 | 18 | 16
CCN1C(=O)/C(=C/c2ccc(OCC(=O)O)cc2)SC1=S | -11 | -45 | -7 | -2 | 0 | -10
O=C(O)C(Br)C1(Br)c2ccccc2-c2ccccc21 (stereo not given) | 100* | 95* | 99* | 97* | 100* | 100*
CC(=O)[C@@]1(O)CC[C@H]2[C@@H]3CC[C@@H]4CC(=O)CC[C@]4(C)[C@H]3[C@@H](O)C[C@@]21C | -2 | -52 | -20 | 11 | -3 | -14
O=C1c2ccccc2C(=O)N1/N=C\c1ccc(O)cc1 | -4 | 13 | 7 | 1 | 8 | 34
COC1OC(COS(=O)(=O)c2ccc(C)cc2)C(OC(=O)c2ccccc2)C(OC(=O)c2ccccc2)C1OS(=O)(=O)c1ccc(C)cc1 (stereo not given) | 8 | -8 | 6 | -5 | 21 | 12
N#CCC1CC(=O)c2[nH]c3ccccc3c2C1 (stereo not given) | 8 | 28 | 9 | -16 | 10 | 10
CCN(CC)C(=O)c1ccncc1C(=O)c1ccncc1 | -4 | -14 | -1 | -2 | -8 | -10
O=C(O)/C=C/C(=O)Nc1cc2c(cc1Br)-c1ccccc1C2Br (stereo not given) | 41 | 38 | 9 | -4 | 7 | 11
CC12CCC3C(CCC4CC(O)(C(=O)O)CC43C)C1CCC2O (stereo not given) | -3 | 5 | -17 | -8 | -20 | -19
COC(=O)C1=CO[C@@H](OC2CC(CO)C(O)C(O)C2O)[C@@H]2[C@@H](C)[C@@H](OC(=O)/C=C/c3ccccc3)[C@@H](O)[C@H]12 (stereo not given in full) (tested in a mixture with another compound) | -9 | 1 | -8 | 15 | 1 | 4
O=C(c1ccccn1)c1nnn2ccccc12 | 1 | -53 | 4 | 6 | 11 | -14
CC#CC#C/C=C1\C=CC2(OC=CC2OC(C)=O)O1 (stereo not given) | 12&-17 | 15&11 | 4&13 | 15&30 | 19&22 | 18&-52
CC(=O)NC(CCC(=O)c1ccccc1)C(=O)O (stereo not given) | -5 | 5 | 18 | 0 | 17 | 16
CCN1CCOCC1 | -10 | 19 | 25 | 10 | 23 | 28
CCC(=O)NC(C(=O)O)C(C)(C)S (stereo not given) | -4 | 6 | 0 | 2 | 0 | -4
CC(=O)OC1CCC2(C)C(=CCC3C2CCC2(C)C3CCC2(O)C(C)=O)C1 (stereo not given) | -36 | . | -6 | . | . | -13
COC(=O)c1ccccc1NCc1cc(Cl)ccc1O | 97* | 93* | 96* | 96* | 97* | 95*
CS(=O)(=O)OCCN(CCOS(C)(=O)=O)c1cc(C(N)=O)c([N+](=O)[O-])cc1[N+](=O)[O-] | 10 | -13 | -5 | 0 | -12 | 17

Some of the entries above, reformatted:
Each structure is followed by: mec2-1 | yeast cln2 rad14 | rad50 | yeast bub3 | yeast sgs1 mgt1 | yeast mlh1 rad18
CC(=O)NC(CCC(=O)c1ccccc1)C(=O)O (stereo not given)
 : -5 | 5 | 18 | 0 | 17 | 16
CCN1C(=O)/C(=C/c2ccc(OCC(=O)O)cc2)SC1=S
 : -11 | -45 | -7 | -2 | 0 | -10

Outcome played no part in choosing rows; any-hit rate near 14%.
